Screening data from PubChem BioAssay.
Pf growth 96h – P. falciparum growth inhibition at 96 hour, primary screen for plastid delayed-death inhibitors; P. falciparum luciferase reporter growth, 96 h; Potency, µM (doses to about 28.7 µM), inactives show at the highest dose activity change, negative = inhibition, hits mostly inhibitors; hit rate 6.9% among 320,000; further: potency means the concentration at half of the fitted maximal effect; on the % scale 0 is the no-effect control and ±100 the full control effect
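P. falciparum expressing integrated firefly luciferase, in erythrocytes at 2% hematocrit, 0.05% parasitemia, incubated with compounds 96 h at 37 C, 5% CO2. Growth inhibition read as loss of luminescence; two-generation exposure targets delayed-death apicoplast inhibitors.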
FBPA Giardia inh – Giardia lamblia aldolase inhibition; A8B2U2; purified Giardia FBPA; Potency, µM (doses to about 59.6 µM), for the others: at the highest dose activity, negative = inhibition, most hits filed as inhibitors; hit rate 0.71% among 290,000; further: potency means the concentration at half of the fitted maximal effect; on the % scale 0 is the no-effect control and ±100 the full control effect; nearly all actives have a fitted effect of over 55% in size
Target sequence (A8B2U2 whole entry, looked up): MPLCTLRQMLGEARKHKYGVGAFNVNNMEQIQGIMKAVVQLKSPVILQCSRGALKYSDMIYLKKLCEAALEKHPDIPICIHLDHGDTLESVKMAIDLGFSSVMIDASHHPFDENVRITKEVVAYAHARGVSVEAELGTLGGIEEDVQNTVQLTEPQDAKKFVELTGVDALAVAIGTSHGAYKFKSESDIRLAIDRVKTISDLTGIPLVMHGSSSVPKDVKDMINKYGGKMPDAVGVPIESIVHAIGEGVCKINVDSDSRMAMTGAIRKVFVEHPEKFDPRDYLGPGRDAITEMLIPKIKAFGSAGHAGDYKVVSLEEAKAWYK
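40 nM FBPA preincubated 10 min at RT with compound (up to 57.5 uM final), then substrate plus GAPDH/TPI/NAD/arsenate coupling and diaphorase/resazurin added. Fluorescence read after 20 min at RT, 525/598 nm.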
Cycloheximide cs – counter-screen for Shiga toxin inhibitors: cycloheximide protein synthesis inhibition; AID 2314; max response, %; cell reporter, cycloheximide protein synthesis inhibition counterscreen; hit rate 12% among 300,000; in the data active means max response mostly above about 13%, no sharp cut-off; inactive means mostly below about 14%; further: read at 38.3 µM for the half of the compounds with a filed dose; 0% is about no effect
Sm TGR block – blocks Schistosoma mansoni thioredoxin glutathione reductase | purified TGR, DTNB reduction, TNB absorbance 405 nm | Potency, µM (highest dose often 114 µM), for the others: at the top dose activity change, negative = inhibition, usual class: inhibitors | hit rate 3% among 360,000 | AID 485364; further: potency means the concentration at half of the fitted maximal effect; on the % scale 0 is the no-effect control and ±100 the full control effect; nearly all actives have a fitted effect of over 60% in size
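TGR 20 nM + NADPH 100 uM (dispensed conc.), cpd preinc 15 min RT; start with NADPH (500 uM addition) then DTNB (15 mM addition). Kinetic TNB absorbance, 405 nm filter. Four-parameter Hill fit across titration.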
Pf growth 48h – inhibits P. falciparum growth in the first generation, 48 h. P. falciparum luciferase growth in erythrocytes, 48 h. Potency, µM (series often up to 28.7 µM), for inactives: at the top dose activity change, negative = inhibition, hits mostly inhibitors. hit rate 5.9% among 310,000; further: potency means the concentration at half of the fitted maximal effect; on the % scale 0 is the no-effect control and ±100 the full control effect
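Parasite viability was followed by luminescence of a genomically integrated firefly luciferase. Cultures held 0.1% parasitemia at 2% hematocrit (final), incubated under 5% CO2 at 37 C.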
Shiga inhibitor – blocks Shiga toxin action in Vero cells; Vero cells, Shiga toxin protein synthesis inhibition reporter; hit rate 9.2% among 290,000; inhibition, % at 38.7 µM; in the data active means inhibition mostly above about 28%, no sharp cut-off; inactive means mostly below about 43%; further: 0% is about no effect
The depositor's hits bear a star; i = inactive; ? = inconclusive; nt = no result given; [ ] = dose if it differs, or a comment. Unless noted, the call rests on the fitted dose curve; in most records, active means well fitted curve in the direction sought with a large enough effect; inconclusive means small, poorly fitted or top-dose-only effect, or another doubt; inactive means no such curve, though single readings can be large; an effect the other way counts as inactive or inconclusive.

SMILES	Pf growth 96h	FBPA Giardia inh	Cycloheximide cs	Sm TGR block	Pf growth 48h	Shiga inhibitor
Cn1c(CNc2nc(-c3ccccc3)cs2)nnc1SCC(=O)OC1CCCCC1	?	-1%	-3	-17%	2.3µM*	8
Cc1ccc(NC(=O)C(=O)NCC2CCCO2)cc1 (configuration not stated)	?	0%	58*	10%	138%[activator]	101*
COc1cc(CNCc2ccccn2)ccc1OCC(=O)NC1CCCCC1	?	23%	-2	9%	-21%	-12
CCOC(=O)N1CCN(C(=O)NC23CC4CC(CC(C4)C2)C3)CC1	?	0%	-1	10%	-8%	8
O=C(N1CCOCC1)N1CCOCC1	?	1%	-4	1%	27%	-3
COc1ccc2[nH]c(C)c(CCNC(=S)Nc3ccccc3C)c2c1	?	-9%	-3	-13%	?	-15
Cc1cc(NC(=O)Cn2nc(C(=O)O)c3ccccc3c2=O)c([N+](=O)[O-])cc1C	6%	4%	-2	2%	20%	-7
COC(=O)c1cn(NC(=O)Cc2ccc(Cl)cc2)c(=O)c2ccccc12	?	7%	-2	?	0%	-11
Cc1nn(C)cc1C(C)NC(=O)c1cc(COc2ccc(F)c(F)c2)on1 (configuration not stated)	?	-1%	33*	14%	?	18
COC(=O)C1=C(C)NC2=C(C(=O)CC(C)(C)C2)C1c1cnn(C)c1C (configuration not stated)	4%	5%	0	4%	2%	-6
Nc1cc2nn(-c3ccccc3)nc2cc1Cl	-13%	?	32*	0%	i	141*
Cn1nnnc1SCc1ccc([N+](=O)[O-])cc1	2%	3%	-1	-7%	11%	-12
CC(C)(C)OC(=O)N1CCC(c2c(C(=O)NCC3CCN(C4CCCC4)C3)cnn2-c2ccccc2Cl)CC1 (configuration not stated)	20%	-18%	-8	-4%	?	18
Cc1ccccc1CSCC(=O)NC1CCCC1	nt	1%	18	6%	17%	5
O=C(COC(=O)c1ccccc1C(=O)OCC(=O)NCCc1c[nH]c2ccccc12)NCCc1c[nH]c2ccccc12	12µM*	nt	nt	11%	9.3µM*	nt
Cc1ccc([N+](=O)[O-])cc1S(=O)(=O)NCCc1c(C)[nH]c2c(C)cccc12	9.3µM*	-1%	-7	-18%	10%	-1
CCC(=O)Nc1c2c(nn1-c1ccc(C)cc1)CS(=O)(=O)C2	16%	7%	-1	-15%	23%	-2
CCOC(=O)CSc1nnc(CNC(=O)c2ccc(OC)c(OC)c2)n1C	3%	0%	0	-8%	-17%	-10
Cc1cc(Nc2nc3ccccc3nc2Cl)n(-c2ccccc2)n1	?	4%	-4	-5%	nt	-9
O=C1N(Cc2cccc(Cl)c2)C[C@@H]2C[C@@H](c3cccc4cccnc34)N3CCC[C@@]123	?	3%	-1	-30%	?	3
CCN(CC)CCN(C)c1ccc(N2C(=O)C3CC=CCC3C2=O)cc1[N+](=O)[O-] (configuration not stated)	4%	-2%	6	-10%	0%	-15
C=CCOC(=O)C1=C(C)NC(=O)NC1c1cn(-c2ccccc2)nc1-c1cccs1 (configuration not stated)	?	3%	-1	-16%	15µM*	-4
CCc1ccccc1N(CC(=O)NCc1ccc(OC)cc1)C(=O)CCC(=O)Nc1ccccn1	?	6%	-7	-1%	?	3
COc1ccc(CCN(C)Cc2c(F)cccc2F)cc1OC	nt	5%	-2	14%[11.4 µM]	nt	-3
CCOC(=O)CN1CC23C=CC(O2)C(C(=O)NC2CCCC2)C3C1=O (configuration not stated)	?	10%	-1	-8%	14%	12
O=C(OC1CCOC1=O)C1CCN(S(=O)(=O)c2ccc(Cl)c(C(F)(F)F)c2)CC1 (configuration not stated)	16%	nt	nt	-1%	-4%	nt
COCCOC(=O)C1=C(C)NC(=S)NC1c1cccs1 (configuration not stated)	16%	-1%	-3	0%	14%	6
CCOC(=O)c1cccc(NC(=O)CSc2nnc(-c3cccnc3)n2CC)c1	nt	-23%	-3	5%	-13%	-7
COc1cc2c(cc1OC)C(Cc1ccc(O)cc1)N(C)CC2 (configuration not stated)	10%	-15%	-4	-6%	-13%	-15
O=C(NN1C(=O)/C(=C\c2ccc(O)c([N+](=O)[O-])c2)SC1=S)c1ccccc1Cl	31%[activator]	-11%	1	7%	1%	-5
O=C(CCn1c(=S)oc2ccccc21)Nc1cccc(F)c1	-11%	-2%	5	5%	-28%	15
COc1ccc(N2CCN(C(=O)c3ccc(S(=O)(=O)N4CCCC4)cc3)CC2)cc1	47%[activator]	nt	-2	0%	9%	-3
COc1ccc(/C(C)=N/NC(=O)CNC(=O)c2cccs2)cc1OC	?	7%	15	-8%	5%	56
Cc1ccccc1NC(=O)Cc1nc(COC(=O)c2cc(Br)ccc2O)cs1	-22%	nt	nt	-14%	-10%	nt
CC(C)n1c(=O)[nH]c2ccccc21	57%[activator]	23%	-3	3%	-4%	-2
Cc1nc(C(=O)NC(C)C)nn1-c1cc(Cl)cc(Cl)c1	-12%	5%	3	0%	28%	9
O=C(Nc1ccccc1)C1CC(=O)N(C2CCCCC2)C1 (configuration not stated)	15%	6%	-2	-1%	14%	6
O=C1OCc2cc(NS(=O)(=O)c3cccs3)ccc21	23%	4%	-2	0%	11%	-8
CCc1ccc(C)[n+](CC(=O)c2cccs2)c1	-11%	-8%	-3	-5%	5%	-6
COC(=O)c1cc(Br)ccc1-c1ccc(/C=N/n2nnnc2N)o1	-13%	-9%	-2	-16%	?	-12
CCC1CCc2c(sc(NC(=O)C3CC=CCC3C(=O)O)c2C#N)C1 (configuration not stated)	-1%	3%	3	-1%	-13%	24
O=C(COc1ccccc1)NCC(=O)N/N=C/c1ccc(Br)cc1	0%	nt	5	7%	28%	-6
CCOC(=O)c1cc(-c2ccc(Cl)cc2)nc2onc(C)c12	nt	3%	-3	-21%	27%	-5
O=C(c1cccs1)N(Cc1cccc(Cl)c1)C1CCS(=O)(=O)C1 (configuration not stated)	-12%	3%	-2	-9%	-5%	-1
S=C(NCc1ccco1)N/N=C/c1ccccc1Cl	32%[activator]	2%	-3	1%	13%	27
Cn1ccnc1CN1CCN(C(=O)c2cc(COc3ccc(F)c(F)c3)on2)CC1	53%[activator]	nt	15	11%	4%	-13
CNC(=O)C(=O)NCC1OCCN1S(=O)(=O)c1ccc(OC)c(OC)c1 (configuration not stated)	7%	-7%	-3	13%	-6%	-13
CC1(C)SCC(C(=O)O)N1C=O (configuration not stated)	-9%	10%	-3	-5%	-1%	-19
O=C(NC1CCCCC1)c1cc(S(=O)(=O)N2CCOCC2)c(Cl)cc1Cl	?	15%	-2	-1%	-9%	-3
CCN=C1SC(CC(=O)Nc2sc3c(c2C#N)CCCC3)C(=O)N1CC (configuration not stated)	209%[activator]	1%	-3	0%	-27%	-7
COc1cc(OC)nc(NC(=O)COC(=O)C2CCCCC2)n1	16%	1%	-2	0%	13%	-4
Cc1ccc(NC(=O)CN2C(=O)CSC2=O)cc1	4%	-2%	-3	0%	12%	2
CC1(CC(=O)O)SC(=O)NC1=O (configuration not stated)	nt	0%	-5	1%	14%	-5
CCOc1cc(C(=O)N[C@@H](C)C(=O)N2CCC3(CC2)NCCc2[nH]cnc23)cc(OCC)c1OCC	1%	-21%	-1	-17%	?	-7
O=C(CN(Cc1ccc(Br)cc1)S(=O)(=O)c1ccccc1)NCc1cccnc1	3%	-11%	-2	16%	?	-2
Cc1nc2ccccc2nc(=O)c1NNc1ccc([N+](=O)[O-])cc1	25%	-3%	16	-11%	-22%	18
C#Cc1ccc([C@@H]2C=C(C(=O)N3CCN(Cc4ccc5c(c4)OCO5)CC3)O[C@H](OCCCCO)C2)cc1	12µM*	3%	2	?	?	-7
C=C(C)c1cccc(C(C)(C)NC(=O)N2CCCC(C)C2)c1 (configuration not stated)	?	-3%	0	9%	-16%	7
Cc1ccc(Nc2cc(=O)oc3ccccc23)c(C)c1	0.13µM*	1%	1	10%	?	-2
Clc1ccc(OCCOCCN2CCCCC2)c(Br)c1	?	?	6	7%	?	21
(further entries)
SMILES	Pf growth 96h	FBPA Giardia inh	Cycloheximide cs	Sm TGR block	Pf growth 48h	Shiga inhibitor
O=C(COc1ccc(S(=O)(=O)NCc2ccccc2)cc1)N1CCOCC1	-26%	0%	-3	4%	-1%	-6
CCCN1C(=O)/C(=C/c2ccc(C)s2)SC1=Nc1ccc(OC)cc1	?	-1%	2	8%	-26%	-18
CC(=O)Oc1ccc(N2C(=O)C3C(C2=O)C2C=CC3C23CC3)cc1[N+](=O)[O-] (configuration not stated)	?	-1%	-6	18µM*	-5%	-2
Cc1ccc(S(=O)(=O)Cc2ccc(C(=O)N3CCC4(CC3)OCCO4)o2)cc1	nt	1%	-1	22µM*	22%	-11
CSc1nsc(SC)c1C(=O)OCC(F)(F)F	?	6%	8	15%	?	-4
CC(=O)N1CCCN(Cc2cn(-c3cccc(C)c3)nc2-c2cccc(F)c2)CC1	?	1%	12	5%	?	30
O=C1CC2(CCN(C(=O)COc3ccccc3)CC2)Oc2ccccc21	?	nt	nt	0%	-13%	nt
CC(=O)N1CCC(N(CCN2CCOCC2)C(=S)Nc2c(C)cccc2C)CC1	2%	-4%	1	-7%	1%	-7
Cc1cc(C)cc(NC(=O)C2CCCN(S(=O)(=O)c3ccc4[nH]c(=O)ccc4c3)C2)c1 (configuration not stated)	?	0%	2	4%	?	14

An excerpt of these results, as comma-separated lines.
Structure,Pf growth 96h,FBPA Giardia inh,Cycloheximide cs,Sm TGR block,Pf growth 48h,Shiga inhibitor
Cc1nc2ccccc2nc(=O)c1NNc1ccc([N+](=O)[O-])cc1,25%,-3%,16,-11%,-22%,18
C#Cc1ccc([C@@H]2C=C(C(=O)N3CCN(Cc4ccc5c(c4)OCO5)CC3)O[C@H](OCCCCO)C2)cc1,12µM*,3%,2,?,?,-7
C=C(C)c1cccc(C(C)(C)NC(=O)N2CCCC(C)C2)c1 (configuration not stated),?,-3%,0,9%,-16%,7
Cc1ccc(Nc2cc(=O)oc3ccccc23)c(C)c1,0.13µM*,1%,1,10%,?,-2
Clc1ccc(OCCOCCN2CCCCC2)c(Br)c1,?,?,6,7%,?,21
O=C(COc1ccc(S(=O)(=O)NCc2ccccc2)cc1)N1CCOCC1,-26%,0%,-3,4%,-1%,-6
CCCN1C(=O)/C(=C/c2ccc(C)s2)SC1=Nc1ccc(OC)cc1,?,-1%,2,8%,-26%,-18
CC(=O)Oc1ccc(N2C(=O)C3C(C2=O)C2C=CC3C23CC3)cc1[N+](=O)[O-] (configuration not stated),?,-1%,-6,18µM*,-5%,-2
Cc1ccc(S(=O)(=O)Cc2ccc(C(=O)N3CCC4(CC3)OCCO4)o2)cc1,nt,1%,-1,22µM*,22%,-11
CSc1nsc(SC)c1C(=O)OCC(F)(F)F,?,6%,8,15%,?,-4
CC(=O)N1CCCN(Cc2cn(-c3cccc(C)c3)nc2-c2cccc(F)c2)CC1,?,1%,12,5%,?,30
O=C1CC2(CCN(C(=O)COc3ccccc3)CC2)Oc2ccccc21,?,nt,nt,0%,-13%,nt
CC(=O)N1CCC(N(CCN2CCOCC2)C(=S)Nc2c(C)cccc2C)CC1,2%,-4%,1,-7%,1%,-7
